From PubChem BioAssay
SKBR3 24h inh = SK-BR-3 proliferation inhibitors, primary screen, cell-based, human, 24 h | SK-BR-3 viability, CellTiter-Glo ATP luminescence; hits give low values | viability, % at 10 µM | 41,000 compounds, 0.47% hits | AID 847, 2007;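 active = viability at or below the median of all test compounds minus 3 SD, in both replicates if run twice, cut at about 45% in these data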;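 note: 100% = median untreated cell wells and 0% = median positive control drug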
Numbers without * were called inactive. Only part of the results is shown; count on the stated rates, not on these rows.

SMILES	SKBR3 24h inh
CCOC(=O)N1CCN(C(=O)c2ccccc2N(C)S(C)(=O)=O)CC1	96
CCSCc1nnc(SCC(=O)Nc2nc3ccccc3s2)n1C	99
CCN(CC)CCCN1C(=O)C(O)=C(C(=O)c2sc(C)nc2C)C1c1ccco1 (stereo not drawn)	86
O=C(COC(=O)Cn1cnc2ccccc21)NCCC1=CCCCC1	101
CCN1CCCC1CNc1ncnc2c1[nH]c1ccc(F)cc12 (stereo not drawn)	95
CCNC(=O)c1cc2c(=O)n3cccc(C)c3nc2n(Cc2ccc(C)cc2)c1=N	73
COc1ccc(NC(=O)C2CCCN(c3c4c(nc5ncnn35)CCC4)C2)cc1 (stereo not drawn)	86
COc1cccc(-c2nn(-c3ccccc3)cc2CO)c1	87
CC1CCCCN1S(=O)(=O)c1ccc(NC(=O)c2cccc(-n3cnnn3)c2)cc1 (stereo not drawn)	88
Cc1cc2c(N3CCCCC3C)ncnc2s1 (stereo not drawn)	81
Cc1nonc1NC(=O)CSc1nc(C2CCCCC2)nc2ccccc12	78
COc1ccc(-c2nnc(SCC(=O)Nc3ccc(C)cc3)n2C)cc1	101
CC(=O)N1CCN2C(=O)C1CCCC(=O)c1cc(C3CCCCC3)ccc12 (stereo not drawn)	99
CN1CCN(CCc2nc3cc(NC(=O)COc4ccccc4)ccc3n2C)CC1	71
CSc1nnc2c(n1)OC(C)N(C(=O)c1ccccc1)c1ccccc1-2 (stereo not drawn)	91
CC1(C)CC(=O)C=C(Nc2ccc(C(=O)O)cc2)C1	94
COc1ccc(Nc2cc(C(=O)NCCCN3CCN(C)CC3)c3ccccc3n2)cc1	81
c1ccc(COn2nnc3ccccc32)c(COn2nnc3ccccc32)c1	91
Cc1cccc(Nc2nc(N)nc(CN3CCC(C(N)=O)CC3)n2)c1C	76
Cc1cnc(NC(=O)CSc2nnc(-c3ccccc3)o2)s1	88
CCOC(=O)c1cc(NC(=O)NCc2ccco2)c(C)nc1C	103
COc1cc(C(C#N)N2CCOCC2)ccc1O (stereo not drawn)	71
COc1cccc(C(c2nnnn2CCc2ccccc2)N2CCN(c3ccccc3)CC2)c1OC (stereo not drawn)	47
Cc1cccc(OCC(=O)Nc2ccc3c(c2)OCO3)c1C	90
Cc1ccc(-c2nnc(N3CCN(C(=O)CSc4ncn[nH]4)CC3)c3ccccc23)cc1	102

Exported in CSV form: 16 of the compounds above
Structure,SKBR3 24h inh
CCOC(=O)N1CCN(C(=O)c2ccccc2N(C)S(C)(=O)=O)CC1,96
CCSCc1nnc(SCC(=O)Nc2nc3ccccc3s2)n1C,99
CCN(CC)CCCN1C(=O)C(O)=C(C(=O)c2sc(C)nc2C)C1c1ccco1 (stereo not drawn),86
O=C(COC(=O)Cn1cnc2ccccc21)NCCC1=CCCCC1,101
CCN1CCCC1CNc1ncnc2c1[nH]c1ccc(F)cc12 (stereo not drawn),95
CCNC(=O)c1cc2c(=O)n3cccc(C)c3nc2n(Cc2ccc(C)cc2)c1=N,73
COc1ccc(NC(=O)C2CCCN(c3c4c(nc5ncnn35)CCC4)C2)cc1 (stereo not drawn),86
COc1cccc(-c2nn(-c3ccccc3)cc2CO)c1,87
CC1CCCCN1S(=O)(=O)c1ccc(NC(=O)c2cccc(-n3cnnn3)c2)cc1 (stereo not drawn),88
Cc1cc2c(N3CCCCC3C)ncnc2s1 (stereo not drawn),81
Cc1nonc1NC(=O)CSc1nc(C2CCCCC2)nc2ccccc12,78
COc1ccc(-c2nnc(SCC(=O)Nc3ccc(C)cc3)n2C)cc1,101
CC(=O)N1CCN2C(=O)C1CCCC(=O)c1cc(C3CCCCC3)ccc12 (stereo not drawn),99
CN1CCN(CCc2nc3cc(NC(=O)COc4ccccc4)ccc3n2C)CC1,71
CSc1nnc2c(n1)OC(C)N(C(=O)c1ccccc1)c1ccccc1-2 (stereo not drawn),91
CC1(C)CC(=O)C=C(Nc2ccc(C(=O)O)cc2)C1,94

The results go on.
SMILES	SKBR3 24h inh
Nc1c(S(=O)(=O)c2ccccc2)c2nc3ccccc3nc2n1/N=C/c1cccc(O)c1	94
Nc1nc(CN2CCN(c3ccccn3)CC2)nc(Nc2ccc(Cl)cc2)n1	84
Cn1c(C(=O)NCc2ccccn2)cc2c(=O)n3ccccc3nc21	90
COc1ccccc1NC(=O)CS(=O)(=O)c1cccc2nsnc12	84
Cc1ccc(-c2cc(C(=O)Nc3cc(C)ccc3C)[nH]n2)c(O)c1	105
CCc1cccc(C)c1NC(=O)c1cc(C)oc1C	98
Cc1cc(NC(=O)c2cc3ccccc3o2)cc(C)c1OCC(=O)N1CCOCC1	86
COc1cccc(C(=O)NC2=NCCS2)c1OC	99
O=c1[nH]c(CN2CCN(Cc3ccc4c(c3)OCO4)CC2)nc2ccccc12	94
COc1ccc(OC)c(S(=O)(=O)N(C)CC(=O)N2CCN(c3ccc(F)cc3)CC2)c1	89
CCC(c1ccccc1)c1nc(-c2ccccn2)no1 (stereo not drawn)	97
CCn1c(=O)c(C(=O)NCc2ccc(OC)c(OC)c2)c(O)c2ccccc21	80
CCn1c(SCC(=O)N2CCCc3ccccc32)nnc1-c1ccco1	79
Cc1ccccc1CS(=O)(=O)Cc1ccc(C(=O)NCc2ccccn2)o1	76
O=C(NCC(F)(F)F)Nc1nnc(C(F)(F)F)s1	70
O=S(=O)(NCCCCCNS(=O)(=O)c1ccccc1)c1ccccc1	76
O=C(c1ccc(Cl)cc1Cl)C1(n2cncn2)Oc2ccccc2C1O (stereo not drawn)	95
NS(=O)(=O)c1ccc(CCNC(=O)c2cccnc2)cc1	81
COC(=O)c1ccc(Cl)c(NC(=O)CSc2ncn[nH]2)c1	93
COc1ccc(NC(C)=O)cc1NC(=O)CCn1c(=O)sc2ccccc21	100
CN1CCN(C(=O)CSc2nc(-c3ccncc3)ccc2C#N)CC1	97
Cc1ccc2nc(NC(=O)C3CCN(S(=O)(=O)c4cccc5nsnc45)CC3)sc2c1	70
COCCn1c(C(C)C)nc2oc3ccccc3c(=O)c2c1=O	79
CN(c1ccccc1)S(=O)(=O)c1ccc(C(=O)Nc2nnc(-c3ccc(F)cc3)o2)cc1	52
O=C(Cc1c(O)c2ccccc2[nH]c1=O)NC1CCCCCC1	96

(cont.)
SMILES	SKBR3 24h inh
CC1CCCCN1C(=O)c1cc(-c2ccc(Cl)c(Cl)c2)on1 (stereo not drawn)	78
CCOc1nonc1C(=N)/C(C(C)=O)=C(\C)O	91
O=C(Nc1ccc2c(c1)OCCO2)C1CCN(c2nnnn2-c2ccccc2)CC1	99
O=C(Cn1cc(C(=S)N2CCOCC2)c2ccccc21)N1CCOCC1	91
COc1ccccc1CN1C(=S)SC(C)(C)C1NO (stereo not drawn)	91
C/C(=N\O)C(=O)NCc1ccncc1	89
O=c1[nH]c2cc3c(cc2cc1CN(Cc1ccccc1)Cc1nnnn1Cc1ccco1)OCCO3	61
CCC(C(=O)Nc1ncccn1)(C(F)(F)F)C(F)(F)F	109
CC(=O)N(C)C1(c2nnnn2CCOC(=O)Nc2ccc(Cl)cc2)CCCCC1	107
Cc1ccc(N2CCN(C(=O)CNS(=O)(=O)c3ccc(Br)s3)CC2C)cc1 (stereo not drawn)	87
CCSc1nnc(NC(=O)CSc2nc3c(c(=O)n2-c2ccccc2)SCC3)s1	100
COc1ccc(OC)c2[nH]c(=O)c(CCNC(=O)c3ccc(S(=O)(=O)N(C)C)cc3)cc12	85
O=C(Oc1ccccc1C(=O)N1CCOCC1)c1ccc(Br)cc1	120
O=c1c2cnn(-c3ccccc3)c2nc(-c2ccco2)n1-c1ccccc1	84
C=COCCn1c(-c2nonc2N)nc2ccccc21	94
Cn1c(CNC(=O)Cc2ccc3c(c2)OCO3)nnc1SCc1ccccc1	143
N#Cc1c(NC(=O)c2nc3ncccn3n2)sc2c1CCCCC2	85
CCCCc1cc(=O)oc2cc(OCc3nn[nH]n3)c(Cl)cc12	86
CCn1cc(C(=O)NCC2CCCO2)c2cc(OC)c(OC)cc2c1=O (stereo not drawn)	91
CCCCn1c(SCC(=O)Nc2nnc(C)s2)nc2c1c(=O)n(C)c(=O)n2C	81
CN(C)CCSc1nc(N)c2c3c(sc2n1)CN(C)CC3	93
CCOC(=O)c1c(NC(=O)COC(=O)Cn2cnc3ccccc32)sc(C)c1C	76
COc1ccccc1N1CCN(CCCNC(=O)Nc2ccccc2)CC1	86
CN1CCN(S(=O)(=O)c2ccc(NC(=O)c3ccco3)cc2)CC1	85
COC(=O)[C@H](C)NC(=O)Nc1ccc(S(N)(=O)=O)cc1	87

More records follow:
SMILES	SKBR3 24h inh
O=C(Nc1ccc(S(=O)(=O)N2CCOCC2)cc1)C1CCCCC1	82
COc1ccccc1NC(=O)CSc1nc(O)cc(=O)[nH]1	118
CCCn1c(SCC(=O)Nc2nc(C)c(C(=O)OC)s2)nnc1C(C)C	107
COc1ccc(-c2c3c(=O)n(C)c(=O)n(C)c3cn2-c2cc(OC)ccc2OC)cc1	95
COc1ccc(CCCc2nnc(SCC(=O)Nc3ncc(C)s3)o2)cc1	95
CCC1(C)Cc2ccccc2-c2c1c(=O)n(Cc1ccccc1)c1nnnn21 (stereo not drawn)	105
COCCn1nnnc1C(c1ccccc1)N1CCN(C)CC1 (stereo not drawn)	76
C=CCOC(=O)C1=C(C)OC(N)=C(C#N)C1c1ccc2c(c1)OCO2 (stereo not drawn)	98
O=c1c2c3c(sc2n2cnnc2n1Cc1ccccc1)CN(Cc1ccccc1)CC3	79
CCN(CC)S(=O)(=O)c1ccc(C(=O)Nc2ncn(Cc3ccccc3)n2)cc1	79
CC1CN(C(=O)c2ccc3c(c2)OCO3)OC(c2ccccc2)O1 (stereo not drawn)	84
Cc1nc(-c2c(-c3ccc(O)cc3O)noc2C(F)(F)F)cs1	75
CCn1cc(C(=O)NCCCN2CC(C)CC(C)C2)c2cc(OC)c(OC)cc2c1=O (stereo not drawn)	78
CCN(CC)CCOc1ccc(Br)cc1	93
O=C(Cc1ccc(Cl)cc1)Nc1ccc2oc(-c3ccncc3)nc2c1	34*
CC(=O)Oc1cccc(N2C(=O)C3CC=C(Cl)CC3C2=O)c1 (stereo not drawn)	73
CC(=O)c1sc2nc(=O)c(C)nn2c1C	129
COc1ccc(CCn2c(NCc3ccco3)nc3c2c(=O)[nH]c(=O)n3C)cc1	96
CCN=C1SC(CC(=O)Nc2ccc(C(F)(F)F)cc2)C(=O)N1CC (stereo not drawn)	112
CCCOc1ccc(CN(CCO)CCO)cc1C(=O)OC	95
COC(=O)NCc1ccc(CNC(=O)OC)cc1	95
COc1ccc(-c2noc(CSc3nc(-c4ccccc4)cc(=O)[nH]3)n2)cc1OC	98
CCCSc1nc2c(c(=O)[nH]c(=O)n2C)n1CCc1ccccc1	90
COc1ccc(C(=O)NCc2oc(-c3ccccc3)cc2C(=O)O)cc1	117
CC1CCc2cc(F)ccc2N1C(=O)CCC(=O)O (stereo not drawn)	96

The list goes on:
SMILES	SKBR3 24h inh
CSC1=C(C#N)C2(CCCC2)C(C#N)=C(N)N1	95
Clc1ccc(-c2nnc(-c3ccco3)o2)cc1	99
Cc1cccc(NC(=O)CS(=O)(=O)c2c[nH]c3ccccc23)c1C	124
CCCCc1nc2sc3c(c2c(=O)[nH]1)CCC3	73
CCn1cnc2cc(NCc3ccc(C)cc3)ccc21	80
C=CCc1ccc(OCC(O)CN2CCCCC2)c(OC)c1 (stereo not drawn)	72
COCCCN1C(=O)C(=O)/C(=C(/O)c2ccc(C)cc2)C1c1ccccc1 (stereo not drawn)	67
CCn1c(CSc2ncccn2)nnc1SCC(=O)N1c2ccccc2CC1C (stereo not drawn)	83
COC(=O)C1CCN(C(=O)Cc2ccc(Br)cc2)CC1	88
Cc1cc(C)n(C(=O)c2ccc(NC(=O)C3COc4ccccc4O3)cc2)n1 (stereo not drawn)	72
O=C(Oc1ccccc1)c1cc2ccccc2o1	93
COc1ccc(NC(=O)CN2C(=O)C(C)Oc3ccccc32)c(OC)c1 (stereo not drawn)	87
COc1ccc(OCC(=O)Nc2cc(OC)cc(OC)c2)cc1	94
CCCc1[nH]nc2c1C(c1ccc(O)c(OC)c1)C(C#N)=C(N)O2 (stereo not drawn)	97
COc1ncnc2c1oc1nc(CC(C)C)c3c(c12)CCCC3	92
CCOC(=O)c1ccc(COc2nc3ccccc3nc2-c2ccccc2NC(C)=O)o1	89
COCCNC(=O)C(c1ccccc1C)N(CCOC)C(=O)Cn1nnc2ccccc21 (stereo not drawn)	93
COc1cc(-c2nnc3sc(-c4ccco4)nn23)cc(OC)c1OC	116
CN(C)S(=O)(=O)N(CC(=O)NCc1ccccc1)c1ccccc1	104
O=C(N1CCN(c2ccccc2F)CC1)C12CC3CC(CC(C3)C1)C2	78
CN(C)S(=O)(=O)N1CCN(c2cc(Cl)ccc2Cl)CC1	71
CCC(C)NC(=O)CNC(=O)Cn1c(C)cc2ccccc2c1=O (stereo not drawn)	108
Cc1cccc(-c2noc(-c3ccc(F)cc3)n2)c1	96
c1ccc(Cn2nnnc2-c2ccco2)cc1	97
CCCOc1ccc(C2/C(=C(\O)c3c(C)[nH]c(C(=O)OC)c3C)C(=O)C(=O)N2CCN(C)C)cc1 (stereo not drawn)	93

Remaining list, next part
SMILES	SKBR3 24h inh
CN1CCN(C(=O)c2ccc3c(c2)NC(=O)C(N2CCOCC2)S3)CC1 (stereo not drawn)	66
C[C@]12CCC(=O)C=C1CC[C@@H]1[C@@H]2[C@@H](O)C[C@@]2(C)[C@H]1CC[C@]2(O)C(=O)CO	98
COC(=O)c1[nH]c2ccc(Cl)cc2c1NC(=O)CCN1CCOCC1	74
CCC(C)(C)NC(=O)CN(Cc1ccc2c(c1)OCO2)C(=O)CCC(=O)Nc1ccccn1	89
CCN(CC)c1ncnc2sc(C(=O)N3CCN(c4ccccc4)CC3)c(C)c12	85
COc1ccc(NC(=O)c2cccc(Cn3cc(Br)cn3)c2)cn1	94
O=C(Nc1ccon1)c1ccccc1Cl	85
O=C1C(Cl)=C(NCC2CCCO2)C(=O)N1Cc1ccccc1 (stereo not drawn)	91
Cc1ccc(Cn2nnc3c(=O)[nH]c(C4CCN(S(=O)(=O)c5cc(C)ccc5C)CC4)nc32)cc1	106
CC(C)(C)NC(=O)C(c1ccco1)N(C(=O)Cn1nnc(-c2ccc(F)cc2)n1)c1ccccc1 (stereo not drawn)	95
